# From PubChem
# Hsp90 Hop PPI: qHTS Assay for Disrupters of an Hsp90 Co-Chaperone Interaction. AlphaScreen TPR2A-His6 binding biotin-Hsp90 C-terminal peptide. Potency, µM (series often up to 57 µM), without a hit: top-dose activity change, negative = inhibition. hit rate 0.44% among 71,000. AID 595, 2007; active means well fitted curve in either direction with a large enough effect; inconclusive means small, poorly fitted or top-dose-only effect, or another doubt; further: potency means the concentration at half of the fitted maximal effect; on the % scale 0 is the no-effect control and ±100 the full control effect; many of its hits are not listed in these tables
# Ub-GFP proteasome: Ubiquitin-GFP Assay. Ubiquitin-GFP reporter cells, proteasome inhibition, GFP fluorescence; response scale: untreated = 0%, 10 µM MG-132 = 100%. 67,000 tested, under 10 active. AID 526, 2006. Potency, µM (series often up to 45.9 µM), inactives show at the highest dose activation (GFP accumulation), most hits filed as activators; active means well fitted activation curve with a large enough effect, not every such curve was filed as active; inconclusive means small, poorly fitted or top-dose-only effect, or another doubt; inactive means no such curve, though single readings can be large or run the other way; further: potency means the concentration at half of the fitted maximal effect
#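 U2OS cells stably expressing ubiquitin(G76V)-GFP, seeded overnight in 0.5% FBS medium, were exposed to compounds (qHTS, 46 uM to 2.9 nM) for 4 hr at 37 °C. GFP-positive cells were counted by laser cytometry (488 ex/515 em), normalized between basal and 10 uM MG-132.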
# Epigenetic mod: qHTS Assay for Epigenetic Modulators; mouse C127i GFP locus derepression, cytometry, 30 h; Potency, µM (top dose mostly 46.1 µM), for the others: at the top dose GFP derepression (activation); hit rate 0.09% among 68,000; AID 597, 2007; further: % of control where 0% means no effect
#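 Read-out is the number of GFP-positive cells, scored as fluorescent objects 20 to 120 um wide, reflecting derepression of a silenced CMV-GFP reporter in murine C127i cells after 30 h compound exposure at 37 C.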
# DNA Pol III inh: qHTS Assay for Inhibitors of DNA Polymerase III Holoenzyme System | Potency, µM (doses to about 57.1 µM), inactives show at the top dose activity change, negative = inhibition | AID 603, 2007 | reconstituted DNA polymerase III holoenzyme replication, biochemical | hit rate 0.25% among 71,000; further: potency means the concentration at half of the fitted maximal effect; on the % scale 0 is the no-effect control and ±100 the full control effect
#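 Reconstituted *E. coli* holoenzyme (0.35 nM Pol III, 1 nM beta, 154 nM SSB, 2 nM primase) was preincubated with compound for 15 min at RT. Synthesis on 1.4 nM ssM13Gori ran 35 min, then was stopped with PicoGreen/EDTA and read as dsDNA fluorescence.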
# HBB splice mod: qHTS Assay for Modulators of Hemoglobin Beta Chain Splicing; HBB splicing reporter cell assay, activation; EGFP reporter with mutant IVS2-654 intron; response scale: normalised to 500 nM splice-correcting PNA; AID 925, 2007; Potency, µM (titrated, usually from 46.1 µM), for inactives: at the top dose activation, most hits filed as activators; hit rate 0.06% among 65,000; further: potency means the concentration at half of the fitted maximal effect; 0% is about no effect
#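 HeLa cells stably expressing EGFP interrupted by mutant beta-globin intron 2 (IVS2-654), 500/well in 2% FCS. Treated with compound for 2 days at 37C. Splicing correction scored as total well GFP intensity (488 nm excitation, 500-520 nm emission); 500 nM antisense PNA served as control.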
# HADH2 inh: qHTS Assay for Inhibitors of HADH2 (Hydroxyacyl-Coenzyme A Dehydrogenase, Type II). Potency, µM (series often up to 57.1 µM), without a hit: at the highest dose activity change, negative = inhibition, hits mostly inhibitors. 3-hydroxyacyl-CoA dehydrogenase type-2 (Homo sapiens), Q99714. AID 886, 2007. hit rate 3.4% among 73,000. recombinant HADH2, NADH fluorescence, beta-hydroxybutyryl-CoA; further: potency means the concentration at half of the fitted maximal effect; on the % scale 0 is the no-effect control and ±100 the full control effect; nearly all actives have a fitted effect of over 60% in size; many of its hits are not listed in these tables
#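 Read-out: 360 nm excitation, 450 nm emission, kinetic over 4 min. Conditions: His-tagged human HADH2 20 nM, pH 9.0 Tris with Tween-20, 1 mM NAD+, 90 uM beta-hydroxybutyryl-CoA.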
# BRCT PPI green: qHTS Assay for Inhibitors of BRCT-Phosphoprotein Interaction (Green Fluorophore). hit rate 0.05% among 75,000. AID 875, 2007. Breast cancer type 1 susceptibility protein (Homo sapiens), P38398. Potency, µM (doses to about 76.9 µM), for inactives: top-dose activity change, negative = inhibition, hits mostly inhibitors. BRCA1 BRCT-phosphopeptide binding, green fluorescence polarization;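 further: potency means the concentration at half of the fitted maximal effect; plate controls were peptide without protein for full effect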
#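 Fluorescence polarization: His-tagged BRCT (~35 kDa BRCA1 C-terminus, 250 nM) bound to 100 nM fluorescein-labeled phosphorylated 10-aa BACH1 peptide, pH 7.3 phosphate buffer with DTT and Tween 20. Compounds incubated 12 min at room temperature; inhibition read as lowered polarization.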
# CRE-bla Fsk: Cell signaling CRE-BLA (Fsk stim); hit rate 2.5% among 71,000; AID 662, 2007; CHO CRE-bla reporter (cAMP response element driving beta-lactamase), forskolin EC10, beta-lactamase ratio; Potency, µM (titrated, usually from 38.2 µM), inactives show at the top dose activity change, negative = inhibition, usual class: activators; active means well fitted activation curve with a large enough effect in the signal ratio, with a control signal flat, not every such curve was filed as active; inconclusive means small, poorly fitted or top-dose-only effect, or effect the other way, or a change in a side signal; the % refers to the signal ratio; further: potency means the concentration at half of the fitted maximal effect; % of control where 0% means no effect
#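 Using CellSensor CRE-bla CHO cells in Opti-MEM with 0.5% dialyzed FBS, compounds were titrated with EC10 NKH 477 for 3 h at 37 °C. CCF4 ratio (460/530 nm) gave %Activity; AC50 derived.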
# USP2a inhib: qHTS Assay for Inhibitors of Ubiquitin-specific Protease USP2a; Potency, µM (highest dose often 38.3 µM), inactives show at the top dose activity change, negative = inhibition, usual class: inhibitors; USP2a enzymatic assay, qHTS inhibition; hit rate 0.1% among 60,000; AID 927, 2007;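 further: potency means the concentration at half of the fitted maximal effect; nearly all actives have a fitted effect of over 60% in size; plate controls were DMSO for no effect and NEM full inhibition control for full effect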
#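 20 nM USP2 core + cpd, 30 min RT; add 20 nM Ub-PLA2/20 uM NBD C6-HPC; read Ex460/Em535 at 0 h and 2.5 h. Normalized to NEM; qHTS curve fit/classification.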
# ALOX15 inhib: qHTS Assay for Inhibitors of 15-hLO (15-human lipoxygenase); hit rate 1.4% among 74,000; purified 15hLO-1, xylenol orange hydroperoxide absorbance; Potency, µM (doses to about 57.1 µM), for the others: top-dose activity change, negative = inhibition, hits mostly inhibitors; Polyunsaturated fatty acid lipoxygenase ALOX15 (Homo sapiens), P16050; further: potency means the concentration at half of the fitted maximal effect; on the % scale 0 is the no-effect control and ±100 the full control effect; nearly all actives have a fitted effect of over 55% in size
#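 Hydroperoxide formed from arachidonic acid (50 uM) by purified human 15hLO-1 (40 nM) oxidizes ferrous iron, and the ferric-xylenol orange complex is read at 573 versus 405 nm. Compounds were preincubated 15 min; reaction ran 6 min at room temperature.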
# BRCT PPI red: qHTS Assay for Inhibitors of BRCT-Phosphoprotein Interaction (Red Fluorophore) | Breast cancer type 1 susceptibility protein (Homo sapiens), P38398 | BRCT-phosphopeptide binding, red fluorescence polarization | Potency, µM (highest dose often 76.9 µM), without a hit: top-dose activity change, negative = inhibition, hits mostly inhibitors | hit rate 0.03% among 75,000 | AID 892, 2007; further: on the % scale 0 is the no-effect control and ±100 the full control effect
#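 Rhodamine-labelled pBACH1 10-mer (100 nM) bound to BRCT domain (100 nM) at pH 7.3; compounds incubated 12 min room temperature, polarization read. Free peptide defines full inhibition; unlabelled decapeptide titrated as control.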
# Active calls of the source: *; ? = inconclusive; . = no result given; [ ] = remark or other dose. Unless noted, the call rests on the fitted dose curve; in most records, active means well fitted curve in the direction sought with a large enough effect; inconclusive means small, poorly fitted or top-dose-only effect, or another doubt; inactive means no such curve, though single readings can be large; an effect the other way counts as inactive or inconclusive. An excerpt (hit frequency here may not be typical).
SMILES | Hsp90 Hop PPI | Ub-GFP proteasome | Epigenetic mod | DNA Pol III inh | HBB splice mod | HADH2 inh | BRCT PPI green | CRE-bla Fsk | USP2a inhib | ALOX15 inhib | BRCT PPI red
O=C(OCCOCCN=C1NS(=O)(=O)c2ccccc21)C1CC(=O)N(c2ccccc2)C1 (configuration not stated) | -1.7% | -6.2% | 2.5% | -1.0% | -3.7% | 7.1% | 1.0% | -1.8% | 4.2% | -1.6% | -0.7%
Cc1ccc(S(=O)(=O)N2C(=O)CCC2C(=O)NCc2ccco2)cc1 (configuration not stated) | -1.3% | 7.2% | 0.0% | 1.7% | -0.5% | 9.2% | -3.8% | -5.1% | 3.9% | 1.7% | -0.1%
CC(=O)c1cccc(S(=O)(=O)N2CCC(n3nnc4cc(F)ccc43)CC2)c1 | 0.7% | 3.5% | -1.2% | -7.5% | -4.5% | -0.8% | -3.1% | -21.7% | 9.2% | 0.1% | 1.1%
Cc1onc(-c2ccccc2)c1C(=O)N1CCCc2ccccc21 | -4.6%[11 µM] | 12.8%[9.17 µM] | 0.0% | -1.0%[11.4 µM] | -2.0%[0.0738 µM] | -3.0%[11.4 µM] | -1.1% | 6.0%[7.6 µM] | 4.9%[7.66 µM] | -0.6%[11.4 µM] | 0.4%
COc1cccc(/C(O)=C2/C(=O)C(=O)N(CCN3CCOCC3)C2c2cccnc2)c1 (configuration not stated) | -0.8% | -5.2% | -4.4% | -6.9% | . | -12.2% | -1.6% | 1.2% | -9.1% | -0.7% | 0.8%
CCOCCCNC(=O)C1CCN(S(=O)(=O)N2CC(C)CC(C)C2)CC1 (configuration not stated) | 2.4% | -3.0% | -5.1% | -2.1% | 0.4% | 7.4% | -0.5% | ? | 9.3% | 1.1% | -1.2%
Cc1ccc(-n2c(Cc3cccn3C)nnc2SCC(=O)N2CCN(c3ccccc3)CC2)cc1 | -10.6% | -6.6% | 5.5% | 1.1% | -1.0% | -8.2% | -1.8% | -1.7% | 20.4% | -8.4% | 0.5%
CC(C)C[C@@H](CC(=O)N[C@@H](CCCN)CC(=O)N[C@@H]1CCCC[C@H]1C(=O)N[C@H](CC(=O)N[C@@H](CCC(=O)O)CC(=O)O)Cc1c[nH]c2ccccc12)NC(=O)[C@@H]1CCCC[C@H]1N | -16.4% | . | . | -0.5% | 1.0% | 22.9% | . | -13.4% | . | . | .
COc1ccc(-c2cc(C(=O)Nc3c(C)nn(Cc4ccccc4Cl)c3C)no2)cc1 | ? | -11.5% | -1.7% | 1.8% | 0.2% | 26.0% | 0.9% | ? | 8.7% | -11.8% | 0.7%
CSCC[C@H](NC(=O)Nc1cccc(C(F)(F)F)c1)C(=O)O | -4.8% | 0.2% | -2.2% | 3.7% | 1.1%[57.5 µM] | 7.5% | -0.2% | 2.9% | 2.6% | 7.8% | 1.0%
CCOC(=O)CN(C(=O)Cn1nnc2ccccc21)C(C(=O)NCCOC)c1ccccc1 (configuration not stated) | -0.1% | 0.6% | 1.0% | -1.3% | -0.1%[57.5 µM] | -0.3% | -1.7% | -4.5% | . | 4.6% | -0.1%
CCOc1ccc(C(=O)Nc2c3c(nn2-c2cccc(Cl)c2)CS(=O)C3)cc1 (configuration not stated) | 0.7% | -4.8% | 5.9% | 1.4% | -0.8% | -2.4% | -1.0% | 0.9% | 13.2% | -3.3% | -0.8%
CC(C)N(C(=O)CSc1nnnn1C1CCCC1)C(C)C | -3.8% | 0.9% | 0.0% | ? | 0.2%[57.5 µM] | 2.1% | -4.1% | ? | 1.3% | 1.7% | 1.6%
CCN(CC)S(=O)(=O)c1ccc2oc(C(=O)N3CCOCC3)c(C)c2c1 | 0.4% | 3.6% | 0.0% | -7.3% | -0.1% | -3.8% | -0.6% | 17.2% | 8.1% | -0.6% | -0.4%
CCCOc1ccc(C2(C(=O)O)CCCC2)cc1 | 0.4% | 0.0% | 0.0% | -5.6% | 1.2% | 6.3% | -3.2% | -2.3% | 0.3% | -5.1% | 0.4%
C=CCN1CN(S(=O)(=O)c2cccs2)c2nc3ccccc3nc21 | -11.0% | -1.7% | 0.0% | 0.5% | -2.1%[0.369 µM] | -0.2% | 0.2% | ? | 0.7% | -16.2% | -3.5%
COc1ccc2c(c1)nc1n2CN(CC2CCCO2)CN1Cc1ccccc1 (configuration not stated) | -3.3% | -4.4% | 0.4% | 1.5% | -3.1%[57.5 µM] | 4.6% | -0.8% | ? | 8.5% | 5.9% | 1.7%
O=C(CCc1ccccc1)Nc1ccc(NC(=O)c2ccco2)nc1 | 0.0% | 0.5% | -3.4% | -3.8% | . | 8.3% | -1.6% | -9.8% | 2.1% | -2.5% | 0.3%
CC(=O)N1CCC2(CC1)C(C#N)=C(N)Oc1c2sc2nc(C)cc(C)c12 | -4.7% | 4.8% | 0.2% | -8.7% | . | -18.4% | 8.0% | ? | -1.9% | ? | -1.3%
Oc1ccc(-c2nc(-c3ccc(O)c(O)c3)cs2)cc1 | -7.6% | 0.0% | 0.0% | -2.2% | -1.3% | 1µM* | -0.3% | ? | 35.1%[activator] | 1.58µM* | -2.5%
FC(F)(F)c1ccccc1-c1cncnc1NCc1cccnc1 | 8.3% | -4.6% | 0.0%[9.22 µM] | 17.2% | 0.2% | -2.5% | -1.9% | 7.0% | -19.7% | -10.3% | -0.6%
COC(=O)c1cc2oc(C)cc2n1CC(=O)N(C)c1ccccc1 | -6.1% | 9.5% | -2.0% | -5.1% | 0.1% | -8.3% | 0.6% | 0.0% | 8.1% | -7.6% | 0.1%
CCOc1nc(-c2ccc(C)cc2)ccc1-c1noc(-c2cccnc2)n1 | -5.8% | 9.9% | -2.0% | -4.3% | 0.8% | ? | 0.6% | 2.1% | 21.0% | -3.4% | -0.6%
Cc1cc(NC(=O)CN2CCCC2c2nc3ccccc3s2)no1 (configuration not stated) | -3.3% | -1.8% | -2.9% | -6.7% | 0.3%[57.5 µM] | -10.6% | -0.5% | -16.0% | 10.1% | -28.2% | -1.6%
CCCn1c(SCC(=O)/C(C#N)=C(\C)N)n[nH]c1=O | -1.4% | 1.0% | -1.6% | -3.9% | 0.3%[57.5 µM] | -13.8% | -0.5% | -14.4% | -1.1% | 9.3% | 0.0%
CCOc1c(OC)cccc1C1CC(=O)Nc2cc3c(cc21)OCCO3 (configuration not stated) | -6.3% | 4.5% | -1.6% | -9.5% | -1.0% | -24.5% | -1.7% | 15.3% | . | -3.0% | 0.2%
S=c1c2[nH]cnc2ncn1CCSc1ncnc2nc[nH]c12 | -3.6%[11 µM] | -10.0%[9.17 µM] | 3.4%[9.22 µM] | -7.3%[11.4 µM] | 1.0%[9.22 µM] | -3.5%[11.4 µM] | -0.3%[15.4 µM] | -5.9%[7.6 µM] | . | 10.4%[11.4 µM] | -0.5%[15.4 µM]
CCCCN(c1ccccc1)c1ncnc2nc[nH]c12 | -1.5% | 8.7% | . | -5.8% | -0.3% | -26.2% | -0.8% | 0.3% | . | -10.0% | 1.0%
N#Cc1c2n(c3c(=O)n(Cc4ccccc4Cl)cnc13)CCCC2 | -0.2% | 23.1% | 2.0% | -0.4% | 6.2%[1.84 µM] | 4.8% | -0.1% | ? | -1.0% | 11.3% | -2.4%
FC(F)(F)c1cccc(-c2noc(-c3cc(-c4ccccc4)c(C(F)(F)F)s3)n2)c1 | . | . | . | . | 0.6% | -1.8% | 0.2% | . | . | ? | -0.2%
